APEX1 inh = inhibitors of human APE1 endonuclease. hit rate 0.35% among 350,000. AID 2517. Potency, µM (series often up to 65.8 µM), without a hit: at the top dose activity change, negative = inhibition, hits mostly inhibitors. recombinant APE1, TAMRA/BHQ-2 abasic DNA cleavage fluorescence. P27695;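 note: potency is the fitted concentration of half-maximal effect; plate controls were vehicle for no effect and reference inhibitor for full effect; nearly all actives have a fitted effect of over 55% in size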
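0.75 nM APE1 + cpd, 15 min RT; start w/ 50 nM TAMRA/BHQ-2 THF-abasic dsDNA; kinetic fluor 525/598 nm ×3 reads @60 s; Δ(read3−read1); normalized to DMSO and NSC13755 control wells.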
RXFP1 antag = antagonists of human relaxin receptor RXFP1; activity change, negative = inhibition, % at 57.5 µM; hit rate 0.59% among 350,000; HEK293-RXFP1, relaxin-stimulated cAMP HTRF, 30 min; hits give low values;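 active = activity change of -60% or lower, but not beyond a set lower limit; inconclusive = change between -60% and -40%, or beyond the set limit; inactive = change above -40%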; note: % is set by controls: 0 for no effect and ±100 for the full control effect
Tb PGK inh = blocks T. brucei phosphoglycerate kinase. P07378. PGK/GAPDH coupled, Kinase-Glo luminescence, 60 min. Potency, µM (doses to about 57.5 µM), without a hit: at the top dose activity change, negative = inhibition, actives largely listed as inhibitors. hit rate 0.043% among 380,000. AID 602233; note: potency is the fitted concentration of half-maximal effect; % is set by controls: 0 for no effect and ±100 for the full control effect; nearly all actives have a fitted effect of over 60% in size
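Recombinant glycosomal PGK reaction used 1,3-bisphosphoglycerate generated in-well by GAPDH (100nM final) in 100mM TEA pH 7.6, 5mM MgCl2, 0.01% Tween-20. After 60 minutes at room temperature, ATP was read by Kinase-Glo Plus luminescence end-point.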
POLK inh = DNA polymerase kappa (human) inhibition | purified Pol kappa, fluorescent DNA synthesis assay, 10 min | Potency, µM (titrated, usually from 107 µM), without a hit: at the top dose activity, negative = inhibition, actives largely listed as inhibitors | hit rate 0.53% among 400,000 | AID 588579; note: potency is the fitted concentration of half-maximal effect; % is set by controls: 0 for no effect and ±100 for the full control effect
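First, compounds were pin-transferred onto 10 nM Pol kappa. After 15 min at room temperature, substrate was added to 50 nM final. Fluorescence was then measured kinetically at 0 and 10 min.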
Pol eta inh = DNA polymerase eta (human) inhibition. Q9Y253. recombinant Pol eta, fluorescent DNA replication assay. Potency, µM (series often up to 114 µM), without a hit: at the highest dose activity change, negative = inhibition, usual class: inhibitors. hit rate 1.2% among 390,000. AID 588591; note: potency is the fitted concentration of half-maximal effect; % is set by controls: 0 for no effect and ±100 for the full control effect
Target sequence (Q9Y253 whole entry, looked up): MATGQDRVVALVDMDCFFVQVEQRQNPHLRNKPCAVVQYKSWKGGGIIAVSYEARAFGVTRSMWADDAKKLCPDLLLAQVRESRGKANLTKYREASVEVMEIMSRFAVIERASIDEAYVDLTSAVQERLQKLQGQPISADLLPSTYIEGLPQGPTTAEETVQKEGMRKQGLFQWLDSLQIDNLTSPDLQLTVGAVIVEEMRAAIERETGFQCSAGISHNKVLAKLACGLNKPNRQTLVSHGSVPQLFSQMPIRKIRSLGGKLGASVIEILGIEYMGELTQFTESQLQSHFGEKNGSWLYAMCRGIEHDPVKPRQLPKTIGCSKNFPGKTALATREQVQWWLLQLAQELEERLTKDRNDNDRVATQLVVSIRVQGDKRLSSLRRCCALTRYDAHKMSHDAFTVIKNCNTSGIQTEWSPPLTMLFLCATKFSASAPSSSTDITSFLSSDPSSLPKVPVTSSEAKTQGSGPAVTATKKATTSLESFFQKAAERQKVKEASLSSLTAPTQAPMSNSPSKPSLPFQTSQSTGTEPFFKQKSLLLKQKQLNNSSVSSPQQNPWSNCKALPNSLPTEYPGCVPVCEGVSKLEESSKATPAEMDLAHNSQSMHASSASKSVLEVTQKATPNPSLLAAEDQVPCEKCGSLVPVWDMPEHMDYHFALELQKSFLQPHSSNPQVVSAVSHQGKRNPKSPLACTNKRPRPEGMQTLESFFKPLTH
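Fluorescent replication assay: 50 nM final substrate added after a 15 min room-temperature compound preincubation with 10 nM enzyme. Signal taken at 0 min and again at 10 min.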
Anesthetic bind = binds horse apoferritin like a general anesthetic; AID 485281; apoferritin/1-aminoanthracene competitive binding, fluorescence; hit rate 0.074% among 350,000; Potency, µM (series often up to 77.5 µM), for inactives: at the top dose activity change, negative = displacement, actives largely listed as inhibitors; P02791; note: potency is the fitted concentration of half-maximal effect; % is set by controls: 0 for no effect and ±100 for the full control effect; nearly all actives have a fitted effect of over 20% in size
Target sequence (P02791 2-175 limits assumed): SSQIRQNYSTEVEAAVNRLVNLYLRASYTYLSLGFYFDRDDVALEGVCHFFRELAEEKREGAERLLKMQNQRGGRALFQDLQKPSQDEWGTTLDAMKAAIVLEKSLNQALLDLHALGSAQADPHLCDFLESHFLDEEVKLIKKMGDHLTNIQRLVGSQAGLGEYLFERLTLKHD
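In PBS, apoferritin at 10 uM is loaded with 1-AMA from a 50% saturated solution. After 10 min of compound exposure at ambient temperature, reduced 535 nm fluorescence indicates probe displacement.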
POLB inh = inhibitors of human DNA polymerase beta | Pol beta primer extension/strand displacement, fluorescence kinetic | hit rate 1.3% among 340,000 | P06746 | Potency, µM (highest dose often 114 µM), inactives show top-dose activity change, negative = inhibition, most hits filed as inhibitors | AID 485314; note: potency is the fitted concentration of half-maximal effect; % is set by controls: 0 for no effect and ±100 for the full control effect
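Enzyme-only controls used 10 nM Pol beta; buffer lacking enzyme served as negative control. Compound preincubated 15 min, then 50 nM substrate added; 0 and 10 min reads at room temperature.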
POLI inh = blocks human DNA polymerase iota activity; Pol iota fluorescent replication assay, 10 min; AID 588590; hit rate 1% among 390,000; Potency, µM (titrated, usually from 115 µM), for the others: at the highest dose activity, negative = inhibition, hits mostly inhibitors; Q9UNA4; note: potency is the fitted concentration of half-maximal effect
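Fluorescent replication assay read twice, at 0 min and 10 min after adding 50 nM (final) substrate. Enzyme (10 nM) and compounds were first incubated 15 min at room temperature; enzyme-free buffer wells were negative controls.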
BLM inh = inhibitors of human Bloom syndrome helicase BLM; P54132; recombinant BLM DNA unwinding, fluorescence dequenching; Potency, µM (highest dose often 56.1 µM), for inactives: top-dose activity change, negative = inhibition, hits mostly inhibitors; hit rate 0.2% among 350,000;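 note: potency is the fitted concentration of half-maximal effect; plate controls were vehicle for no effect and no enzyme for full effect; nearly all actives have a fitted effect of over 35% in size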
* hit, by the source's call; i = inactive; ? = inconclusive; / = no result given; & = joins results of further samples; [ ] = another dose, or the depositor's remark. Unless noted, calls come from the whole dose curve; as a rule, active = well fitted curve in the direction sought with a large enough effect; inconclusive = small, poorly fitted or top-dose-only effect, or another doubt; inactive = no such curve, though single readings can be large; an effect the other way counts as inactive or inconclusive.

Results follow in this order: APEX1 inh	RXFP1 antag	Tb PGK inh	POLK inh	Pol eta inh	Anesthetic bind	POLB inh	POLI inh	BLM inh
- Cn1cnnc1SCC(=O)Nc1sc2c(c1C(N)=O)CCC2
  ?	-2	-12%[11.5 µM]	?	22µM*	-20%	14µM*	?	?
- Cc1ccc(-n2ncc3c(NCCCN4CCCC4=O)ncnc32)c(C)c1
  -2%	12	-3%	-3%	-12%	-4%	23%	0%	3%
- COc1ccc(-n2ncc3c2CC(C)(C)CC3NC(=O)c2ocnc2C)cc1 (stereo not drawn)
  38%	-4	-1%	-9%	-5%	-10%	20%	38%[activator]	-2%
- COC(=O)N/N=C(\C)c1ccc(OC(F)F)cc1OC(F)F
  5%	21	1%	-15%	-16%	-1%	-28%	25%	0%
- COCc1cc(=O)n2[nH]c(-c3cccc(Br)c3)cc2n1
  1%	-10	-4%	-19%	-5%	-5%	-26%	-3%	-1%
- CCOC(=O)C1C(C(=O)OC)=C(C(=O)OC)c2ccccc2N1S(=O)(=O)C(F)(F)F (stereo not drawn)
  -3%&-2%	/	12%	5%	-10%	-2%	/	2%	0%[75.6 µM]
- C/C(=N\Nc1ccc([N+](=O)[O-])cc1)c1ccc(N)cc1
  9%	3	i	-13%	-15%	6%	-1%	17%	-1%
- CC(C)CNS(=O)(=O)c1ccc(S(=O)(=O)N2CCCN(Cc3ccccc3)C2)cc1
  0%	4	-3%	-7%	-17%	?	4%	13%	-3%
- CNc1nc(SCC(=O)OC)nc(N2CCOCC2)n1
  5%	9	12%	-5%	1%	-5%	18%	30%	1%
- C=CCNC(=S)N1CCc2c([nH]c3ccccc23)C1C (stereo not drawn)
  17%	0	-2%	1%	-18%	-20%	-9%	156%[activator]	-9%
- CC(=O)N1CCc2ccccc2C1CC(=O)O (stereo not drawn)
  1%	-4	i	2%	-13%	-1%	-6%	-5%	-1%
- C=C1[C@H]2O[C@H]2[C@@H](OC(C)=O)[C@@]2(C)[C@@H](OC(C)=O)C[C@@H](OC(C)=O)[C@@](C)(O)[C@@H]2[C@@H](OC(C)=O)[C@@]2(O)[C@@H](C)C(=O)O[C@H]2[C@H]1Cl
  /	/	-3%	0%	-6%	/	/	11%	/
- COCc1nnc(NC(=O)CCSc2ccccc2)s1
  -2%	-17	-5%	-1%	0%	-5%	15%	-4%	-2%
- Cc1ccc(NC(=O)CCc2nc3sc4c(c3c(=O)[nH]2)CCCC4)c(Br)c1
  -30%	-4	-6%	?	25µM*	/	/	40µM*	/
- COc1cc(C(=O)NCCC(=O)N2CCC3(CC2)NCCc2[nH]cnc23)cc(OC)c1OC
  42%	-15	-7%	-1%	-17%	2%	17%	17%	1%
- COc1ccc(-c2nc3ccccc3o2)cc1NC(=O)c1ccc(OCC(C)C)cc1
  /	-10	-8%	-1%	?	-8%	12%	30%[activator]	3%
- CCOc1ccc(NC(=O)N2CCC(n3c(=O)[nH]c4ccccc43)CC2)cc1
  -5%	5	-4%	5%	-18%	-8%	-11%	-12%	1%
- O=S(=O)(SC1=NCCN1)c1ccccc1
  /	-5	1%	-19%	-10%	/	/	17%	/
- O=C(Cc1ccc(O)cc1)N/N=C/c1cccs1
  9%	2	-4%	-2%	5%	-7%	67%	-8%	-11%
- Cc1nc2ccc(S(=O)(=O)Nc3cccc(-c4nc5cccnc5s4)c3C)cc2s1
  12%	-27	i	-9%	-10%	-6%	13%	-20%	0%
- O=C(CN1C(=O)CCSc2ccccc21)Nc1ccccc1F
  /	/	-4%	-4%	-8%	-23%	-12%	12%	-3%
- Nc1ncnc2c1ncn2[C@@H]1O[C@H](CNS(=O)(=O)c2ccc3c(c2)CCN(C(=O)C(F)(F)F)C3)[C@@H](O)[C@H]1O
  30%	/	i	7%	-4%	/	/	-4%	/
- C[n+]1nc(Nc2ccccc2)sc1-c1ccc(C(=O)O)cc1
  0%	/	/	/	/	3%	7%	/	-2%
- COc1cccc(N2CCN(S(=O)(=O)c3cc(-c4cc(C)no4)ccc3C)CC2)c1
  /	-4	-9%	2%[60.1 µM]	-6%	-9%	3%	20%	-4%
- CC1CCC(NC(=O)Cn2c(=O)oc3cc(S(=O)(=O)N4CCCC4)ccc32)CC1 (stereo not drawn)
  55%[activator]	/	0%	-19%	?	-12%	-12%	-35%	-9%
- Cc1ccc(Cc2nc3ccccc3nc2SCC(=O)NCc2ccc(F)cc2)cc1
  /	/	-11%	-9%[60.1 µM]	-16%	-11%	7%	32%[activator]	-4%
- CCOc1ccc(NCc2cccn2-c2nnc(N3CCC(C(=O)NCCCN4CC(C)CC(C)C4)CC3)s2)cc1 (stereo not drawn)
  38%	?	-8%	2%	-7%	-12%	14%	-11%	-8%
- CC1C(c2ccccc2)N(C)C(c2ccccc2)CC1(O)c1ccc(F)cc1 (stereo not drawn)
  -4%	?	-8%	-9%	-28%	-7%	-26%	51%[activator]	-11%
- CC1(C)CN(c2cccc(C#N)c2)C1=O
  2%	-4	-6%	3%	-3%	-5%	1%	-4%	2%
- Fc1nc(N2CCCC2)c(F)c(Oc2ccccc2Oc2c(F)c(F)nc(N3CCCC3)c2F)c1F
  23%	5	-11%	-18%	-11%	-1%	31%	12%	-13%
- CN1CCN(CCNC(=O)c2cc3c(=O)n(C)c4ccccc4c3n2C)CC1
  1%	20	-9%	13%	-6%	-7%	10%	-21%	66%[activator]
- Cn1c(SCC(=O)c2ccc(F)cc2)nnc1-c1cnccn1
  3%	16	0%	-10%	-17%	-4%	5%	18%	-6%
- CS/C(N)=N/N=C/c1cc(C)ccc1O
  -10%	18	i	-8%	12%	6%	-11%	34%	-6%
- COc1ccc(CC(=O)N2CCN=C2SC)cc1OC
  ?	-19	0%	0%	-6%	-5%	0%	117%[activator]	-11%
- Cc1ccc2nc(-c3ccc(NC(=O)Cc4ccccc4)cc3)sc2c1
  /	5	-2%	1%	-4%	-8%	87%	48%[activator]	-2%
- Cc1cccc(C)c1NC(=O)Cn1cnc2c(=O)n(C)c(=O)n(C)c21
  -5%	-1	0%	0%	-21%	-6%	?	6%	0%
- COc1ccc(-c2noc(CCCC(=O)Nc3ccc(C(N)=O)cc3)n2)cc1
  -1%	-10	i	-13%	-7%	-11%	2%	-13%	-2%
- CC1CN(C(=O)c2ccccc2Nc2ccc(SC(F)F)cc2)CC(C)O1 (stereo not drawn)
  ?	-13	-1%	-3%	-21%	-10%	27%	34%[activator]	-1%
- COC(=O)C1CCN(CC(=O)Nc2sc3c(c2C#N)CCC3)CC1
  -4%	-4	-6%	-1%	?	-9%	40µM*	-35%	3%
- C/C(=N\NC(=O)c1ccncc1)c1ccc(N2CCOCC2)cc1
  0%	5	-3%	-9%	-2%	/	/	?	/
- COCc1ccc(C(=O)N2CCCCC2C(=O)Nc2ccc(-n3nc(C)cc3C)cc2)o1 (stereo not drawn)
  1%	1	-1%	0%	-17%	-12%	-3%	28%	0%
- O=C(NCCOc1ccc(Cl)cc1)C(=O)NCC1CCCO1 (stereo not drawn)
  2%	-12	i	-3%	-5%	?	50%	85%[activator]	5%
- O=C(Cn1cnc2c(nnn2Cc2ccc(F)cc2)c1=O)N1CCCc2ccccc21
  -2%	0	4%	-10%	-13%	-8%	38%	5%	-12%
- COc1ccc(-c2cn3nc(N4CCC(C(=O)Nc5ccc(Cl)cc5C)CC4)sc3n2)cc1
  /	-11	i	-14%	-13%	2%	28%	2%	0%
- C=CCN1C(=O)[C@@H]2Cc3c([nH]c4ccccc34)C(c3cc(OC)c(OC)c(OC)c3)N2C1=S (stereo partly drawn)
  55%[activator]	19	-6%	-10%	-12%	-14%	-21%	-2%	-8%
- O=C(O)c1ccc(Cl)c(S(=O)(=O)N2CCCCCC2)c1
  -2%	-12	6%	0%	-14%	-7%	-15%	16%	3%
- CCN(CCn1cccn1)C(=O)c1cc(COc2cccc3cccnc23)on1
  0%	12	8%	-11%	-15%	-12%	16%	67%[activator]	-1%
- Nc1nnc(SCC(=O)Nc2ccc(S(=O)(=O)N3CCOCC3)cc2)s1
  -4%	29	-2%	-4%	-10%	?	4%	21%	-4%
- CC(C)=C(NC(=O)c1ccccc1)C(=O)Nc1ccc(C(=O)O)cc1
  4%	9	-7%	4%	-21%	-10%	2%	20%	1%
- Cc1ccc(-c2nc3c(c(=O)[nH]c(=O)n3Cc3ccccc3)n2Cc2ccccc2)o1
  -1%	-15	i	-7%	-18%	-16%	4%	145%[activator]	-5%

Other entries
Results follow in this order: APEX1 inh	RXFP1 antag	Tb PGK inh	POLK inh	Pol eta inh	Anesthetic bind	POLB inh	POLI inh	BLM inh
- COc1ccc(CNC(=O)CC2Sc3ccccc3NC2=O)cc1 (stereo not drawn)
  -1%	-3	-3%	-6%	0%	-9%	1%	12%	-5%
- Cc1ccc2nc3c(cc(C#N)c(=N)n3CC3CCCO3)c(=O)n2c1 (stereo not drawn)
  -6%	/	/	/	/	190%[activator]	30%	/	0%
- CC(C)Cc1ccc(C2=CSC3=NCCN23)cc1
  /	-8	2%	-2%	-1%	/	/	39%[activator]	/
- CC(=O)N1N=C(c2ccc3nccnc3c2)CC1c1ccccc1 (stereo not drawn)
  -3%	-8	-7%	6%	-1%	-18%	39%	13%	0%
- O=C(Nc1ccc(Cc2ccncc2)cc1)c1cc([N+](=O)[O-])ccc1N1CCOCC1
  -2%	-3	-4%	-2%	-7%	?	-1%	3%	-3%
- CCOC(=O)c1c(C)[nH]c(NC(=O)NNC(=O)c2ccc(OC)cc2)c1C
  0%	2	i	0%	-5%	/	/	2%	/

Reprinted at random: two records from the list
Results follow in this order: APEX1 inh	RXFP1 antag	Tb PGK inh	POLK inh	Pol eta inh	Anesthetic bind	POLB inh	POLI inh	BLM inh
- CC(C)Cc1ccc(C2=CSC3=NCCN23)cc1
  /	-8	2%	-2%	-1%	/	/	39%[activator]	/
- COc1ccc(CNC(=O)CC2Sc3ccccc3NC2=O)cc1 (stereo not drawn)
  -1%	-3	-3%	-6%	0%	-9%	1%	12%	-5%

An excerpt, so the mix of outcomes need not match the whole.
